ALOX12 inh: ALOX12 (human) lipoxygenase inhibition | P18054 | purified 12hLO, xylenol orange hydroperoxide absorbance | Potency, µM (series often up to 108 µM), without a hit: top-dose activity change, negative = inhibition, actives largely listed as inhibitors | 1.1% of 580,000 active; further: potency means the concentration at half of the fitted maximal effect; on the % scale 0 is the no-effect control and ±100 the full control effect
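Purified human 12hLO at 150 nM in 25 mM Hepes, 0.01% Triton X-100, pH 7.0, preincubated 15 min at room temperature with compound. Reaction started with 40 uM arachidonic acid, 30 min at room temperature. Hydroperoxide measured by Fe-xylenol orange, 573/405 nm absorbance ratio.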
Apoferritin bind: candidate novel general anesthetic via apoferritin binding; P02791; apoferritin/1-aminoanthracene competitive binding, fluorescence; Potency, µM (top dose mostly 77.5 µM), without a hit: at the top dose activity change, negative = displacement, hits mostly inhibitors; 0.074% of 350,000 active; further: potency means the concentration at half of the fitted maximal effect; on the % scale 0 is the no-effect control and ±100 the full control effect; nearly all actives have a fitted effect of over 20% in size
Target sequence (P02791 2-175 limits assumed): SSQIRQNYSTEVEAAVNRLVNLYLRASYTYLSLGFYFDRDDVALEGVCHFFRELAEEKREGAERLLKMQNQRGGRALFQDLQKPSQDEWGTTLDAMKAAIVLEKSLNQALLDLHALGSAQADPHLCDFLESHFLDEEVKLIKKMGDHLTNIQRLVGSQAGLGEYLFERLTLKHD
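Probe: 1-aminoanthracene (50% saturated, PBS). Protein: horse-spleen apoferritin, 10 uM. Incubation: 10 min, room temperature. Detection: 380 nm excitation, 535 nm emission. Analysis: normalized response, four-parameter Hill.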
BLM inh: Bloom syndrome helicase (human) inhibition; P54132; recombinant BLM DNA unwinding, fluorescence dequenching; Potency, µM (highest dose often 56.1 µM), for the others: top-dose activity change, negative = inhibition, usual class: inhibitors; 0.2% of 350,000 active;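 further: potency means the concentration at half of the fitted maximal effect; plate controls were vehicle for no effect and no enzyme for full effect; nearly all actives have a fitted effect of over 35% in size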
POLI inh: inhibitors of human DNA polymerase iota | Pol iota fluorescent replication assay, 10 min | Potency, µM (series often up to 115 µM), for inactives: at the top dose activity, negative = inhibition, hits mostly inhibitors | Q9UNA4 | 1% of 390,000 active; further: potency means the concentration at half of the fitted maximal effect
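Fluorescent replication assay read twice, at 0 min and 10 min after adding 50 nM (final) substrate. Enzyme (10 nM) and compounds were first incubated 15 min at room temperature; enzyme-free buffer wells were negative controls.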
APE1 inh: blocks human APE1 abasic DNA cleavage; P27695; recombinant APE1, TAMRA/BHQ-2 abasic DNA cleavage fluorescence; Potency, µM (top dose mostly 65.8 µM), for inactives: at the top dose activity change, negative = inhibition, usual class: inhibitors; 0.35% of 350,000 active;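 further: potency means the concentration at half of the fitted maximal effect; plate controls were vehicle for no effect and reference inhibitor for full effect; nearly all actives have a fitted effect of over 55% in size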
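0.75 nM APE1 + cpd, 15 min RT; start w/ 50 nM TAMRA/BHQ-2 THF-abasic dsDNA; kinetic fluor 525/598 nm ×3 reads @60 s; Δ(read3−read1); normalized to DMSO and NSC13755 control wells.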
Pol kappa inh: blocks human DNA polymerase kappa activity | Q9UBT6 | purified Pol kappa, fluorescent DNA synthesis assay, 10 min | Potency, µM (top dose mostly 107 µM), for the others: at the top dose activity, negative = inhibition, hits mostly inhibitors | 0.53% of 400,000 active; further: potency means the concentration at half of the fitted maximal effect; on the % scale 0 is the no-effect control and ±100 the full control effect
Target sequence (Q9UBT6 whole entry, looked up): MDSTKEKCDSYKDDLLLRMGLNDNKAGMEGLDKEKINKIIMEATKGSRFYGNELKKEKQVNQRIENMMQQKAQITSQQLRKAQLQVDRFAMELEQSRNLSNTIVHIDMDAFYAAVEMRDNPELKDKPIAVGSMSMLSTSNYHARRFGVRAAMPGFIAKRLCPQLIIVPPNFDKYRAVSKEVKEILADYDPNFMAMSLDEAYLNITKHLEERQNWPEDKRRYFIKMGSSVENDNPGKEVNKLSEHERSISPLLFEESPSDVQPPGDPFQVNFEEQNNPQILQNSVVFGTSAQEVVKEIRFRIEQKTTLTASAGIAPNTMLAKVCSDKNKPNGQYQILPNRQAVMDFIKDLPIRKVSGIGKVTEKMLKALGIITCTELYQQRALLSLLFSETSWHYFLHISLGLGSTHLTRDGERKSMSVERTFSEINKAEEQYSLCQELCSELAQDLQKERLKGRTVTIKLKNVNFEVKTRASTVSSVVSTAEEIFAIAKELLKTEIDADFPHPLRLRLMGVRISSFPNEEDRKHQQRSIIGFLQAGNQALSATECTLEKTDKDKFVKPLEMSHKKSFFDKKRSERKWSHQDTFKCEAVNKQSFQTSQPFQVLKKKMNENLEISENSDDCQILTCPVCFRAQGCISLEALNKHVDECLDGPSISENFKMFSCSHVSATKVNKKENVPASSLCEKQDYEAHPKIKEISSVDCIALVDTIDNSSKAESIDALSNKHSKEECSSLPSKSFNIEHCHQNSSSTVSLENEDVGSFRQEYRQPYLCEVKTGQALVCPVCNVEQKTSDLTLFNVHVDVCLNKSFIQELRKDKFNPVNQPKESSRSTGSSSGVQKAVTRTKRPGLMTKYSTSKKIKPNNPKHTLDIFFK
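First, compounds were pin-transferred onto 10 nM Pol kappa. After 15 min at room temperature, substrate was added to 50 nM final. Fluorescence was then measured kinetically at 0 and 10 min.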
TRHR ag: activates the human TRH receptor | TRHR cells, calcium flux fluo-8, FDSS agonist mode | activation, % at 2 µM | 0.18% of 360,000 active | AID 493084; in the data active means activation above about 30%; further: 0% is about no effect
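Read-out: compound-evoked intracellular calcium rise in TRHR cells, fluo-8 dye, kinetic FDSS fluorescence at 1 s/cycle following a 10-cycle baseline. Cells cultured overnight before dye loading (30 min–1.5 h, RT).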
Pol beta inh: inhibitors of human DNA polymerase beta | Pol beta primer extension/strand displacement, fluorescence kinetic | Potency, µM (highest dose often 114 µM), inactives show top-dose activity change, negative = inhibition, hits mostly inhibitors | 1.3% of 340,000 active | AID 485314; further: potency means the concentration at half of the fitted maximal effect; on the % scale 0 is the no-effect control and ±100 the full control effect
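Pol beta (10 nM) was preincubated with compound for 15 min at room temperature. The reaction was then started with 50 nM substrate and read immediately and after a further 10 min at room temperature.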
ERG-DNA inh: inhibitors of human ERG Ets domain-DNA interaction | P11308 | fluorescence polarization, His-ERG Ets domain / labelled DNA | Potency, µM (titrated, usually from 76.9 µM), for the others: at the highest dose FP activity, negative = inhibition, actives largely listed as inhibitors | 0.028% of 370,000 active | AID 624246; active means well fitted inhibition curve with a large enough effect in the polarisation, with a control signal flat; inconclusive means small, poorly fitted or top-dose-only effect, or effect the other way, or a change in a side signal; inactive means no such curve, though single readings can be large or run the other way; the % refers to the polarisation;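 further: polarization taken with two DNA probes labelled with fluorescein and Texas red; potency means the concentration at half of the fitted maximal effect; % of control where 0% means no effect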
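His-tagged ERG Ets domain (1 uM in the protein solution; 300mM KCl, 50mM Tris-HCl, 1mM EDTA, 1mM DTT, pH 7.5) received compound, then a probe mix of 5 nM fluorescein-DNA and 100nM Texas-615-DNA. Fluorescence polarization was read for both dyes.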
Numbers without * were called inactive; ? = inconclusive; · = no result given; [ ] = remark or other dose. Unless noted, the call rests on the fitted dose curve; in most records, active means well fitted curve in the direction sought with a large enough effect; inconclusive means small, poorly fitted or top-dose-only effect, or another doubt; inactive means no such curve, though single readings can be large; an effect the other way counts as inactive or inconclusive.

SMILES	ALOX12 inh	Apoferritin bind	BLM inh	POLI inh	APE1 inh	Pol kappa inh	TRHR ag	Pol beta inh	ERG-DNA inh
COc1ccccc1CNC(=O)C(=O)NCC(c1ccco1)S(=O)(=O)c1cccs1 (stereo not drawn)	-25%	-4%	-1%	23%	·	-8%[60.1 µM]	-0.4	1%	0%
O=C(Cn1c(=O)n(-c2ccccc2Cl)c(=O)c2sc3ccccc3c21)N1CCCC1	-10%	0%	0%	14%	·	-18%	-0.5	4%	-11%
COCCCNC(=O)Cn1ccc(N)nc1=O	0%	·	·	4%	57%	9%	0.1	·	11%
CC(=O)c1ccc(N2CCN(S(=O)(=O)c3c(C)[nH]c(C)c3C(=O)N3CCCC3)CC2)cc1	-1%	-11%	-22%	-3%	5%	-13%	0.1	-2%	-5%
CCN(CC)C(=O)CC(c1ccc(F)cc1)c1ccc(OC(C)C)cc1 (stereo not drawn)	·	-12%	1%	·	0%	·	-0.5	5%	·
O=C(CSc1nnc(-c2ccncc2)o1)Nc1nncs1	?	-2%	-4%	4%	-6%	-23%	0.2	-6%	-5%
CCn1nc(C)c(CN2CCCC(CNS(=O)(=O)c3ccc(OC)cc3)C2)c1C (stereo not drawn)	5%	-9%	1%	15%	58%[activator]	-4%	-0.4	0%	0%
CC1(C)CC(NC(=O)C2CCN(S(=O)(=O)c3ccccc3C(F)(F)F)CC2)CC(C)(C)N1	12%	-4%	1%	?	52%[activator]	-12%	0.5	3%	0%
[NH-]c1ncnc2c1N=C[N+]2=CC=CCO	·	4%	-2%	7%	-1%	-4%	-1.4	-2%	-21%
Cc1ccc(-n2nc3c(=O)n(CC(=O)NCCC4=CCCCC4)nc(C)c3c2C)cc1	7%	-18%	-2%	8%	58%[activator]	7%	-1.4	37%	-4%
COc1cc(C2C(C#N)=C(N)N(c3sc4c(c3C#N)CCCC4)C3=C2C(=O)CC(C)(C)C3)cc(OC)c1OC (stereo not drawn)	·	-16%	-1%	4%	-2%	-2%	-0.8	9%	-5%
O=C(Nc1ccc2c(c1)OCO2)c1ccccc1	1%	-12%	-2%	21%	-15%	-4%	-1.4	52%	-1%
COc1cc(-c2c(NC(=O)c3ccco3)oc3c(C)cccc3c2=O)cc(OC)c1OC	10%	-5%	-1%	?	-3%	-26%	-0.7	34%	-1%
Oc1ccc(-c2n[nH]c(=S)n2Cc2ccccc2)cc1	?	-3%	-1%	-3%	-11%	-2%	1.0	-6%	8%
Fc1ccc(C2=CC(c3ccc(F)cc3)n3c(nc4ccccc43)N2)cc1 (stereo not drawn)	-27%	?	-3%	-19%	·	0%[60.1 µM]	0.3	-2%	6%
O=C(Nc1nc2ccccc2s1)Nc1ccc(F)cc1F	6%	-4%	-3%	-29%	-20%	1%	0.3	?	-14%
Clc1ccc(SCCCCn2ccnc2)cc1	-37%	7%	-1%	-5%	-8%	-10%	-0.6	-6%	-1%
COc1cccc(C(=O)NCCn2ccc3ccccc32)c1	4%[57.4 µM]	0%	2%	9%	-6%	-6%	-0.4	3%	-2%
CCSc1nnc(NC(=O)CSc2nc3c(c(=O)n2CCOC)SC(C)C3)s1 (stereo not drawn)	30%[activator]	-9%	-1%	-26%	9%	-5%	-0.9	18%	-23%
COc1cccc(C(C(=O)NC2CCCC2)N(C(=O)CNC(=O)c2ccco2)c2cccnc2)c1 (stereo not drawn)	-15%	-3%	1%	8%	8%[12.4 µM]	-6%	-0.1	53%	2%

Whole records from above. Order of values: ALOX12 inh, Apoferritin bind, BLM inh, POLI inh, APE1 inh, Pol kappa inh, TRHR ag, Pol beta inh, ERG-DNA inh
Listed for Oc1ccc(-c2n[nH]c(=S)n2Cc2ccccc2)cc1 = ?, -3%, -1%, -3%, -11%, -2%, 1.0, -6%, 8%
Listed for COc1cccc(C(=O)NCCn2ccc3ccccc32)c1 = 4%[57.4 µM], 0%, 2%, 9%, -6%, -6%, -0.4, 3%, -2%
Listed for O=C(Nc1nc2ccccc2s1)Nc1ccc(F)cc1F = 6%, -4%, -3%, -29%, -20%, 1%, 0.3, ?, -14%

Later entries:
SMILES	ALOX12 inh	Apoferritin bind	BLM inh	POLI inh	APE1 inh	Pol kappa inh	TRHR ag	Pol beta inh	ERG-DNA inh
COc1ccccc1N1CCN(C(CNS(=O)(=O)c2ccc(C)cc2)c2cccnc2)CC1 (stereo not drawn)	0%	-12%	-1%	?	-5%	-8%	-1.5	4%	0%
O=S1(=O)c2ccccc2N(Cc2cccc(Cl)c2)c2ccccc21	-12%	-3%	-6%	-18%	·	0%	-0.7	-19%	3%
COc1ccc(N2CCN(C(=O)COC(=O)CCS(=O)(=O)c3ccc(C)cc3)CC2)cc1	-22%	·	·	0%	-1%	-18%	-0.2	·	-7%
O=C(Nc1cccc(F)c1)/C(=C\c1cccnc1)NC(=O)c1cccs1	45%[activator]	-3%	-3%	11%	-4%	5%	-0.2	20%	-3%
CCOc1ccccc1NC(=O)NCc1ccccc1F	-5%	-11%	-3%	-5%	?	-22%	0.1	-3%	-14%
COC(=O)N/N=C(C)/C=C/c1ccccc1	-4%	·	·	89µM*	·	?	·	·	-2%
O=C(NCCCc1ccccc1)c1cccc(NC(=O)C2CC2)c1	3%	·	·	27%	·	-1%	·	·	11%
O/N=C1\CC2(Cc3nonc31)OCCO2	0%	-11%	-4%	?	3%	-21%	1.0	-1%	5%
COc1ccc(N2CCN(C(=O)C3CCN(Cc4nc(-c5ccc(Cl)cc5)oc4C)CC3)CC2)cc1	-14%	-12%	1%	17%	·	-13%	-0.1	4%	1%
CCOC(=O)c1cc(-c2ccc(C)cc2)n(CC(=O)Nc2cc(C)ccc2C)c1C	-14%	4%	-2%	24%	·	-6%	-0.2	0%	0%
O=C(Nc1ccccc1)/C(=C/c1ccccc1)NC(=O)c1ccco1	167%[activator]	-10%	-1%	-3%	0%	-8%	2.2	6%	9%
COC(=O)c1[nH]c2ccc(Br)cc2c1NC(=O)CN1CCN(C2CCCCC2)CC1	0%	-17%	-2%	-2%	0%	-7%	-0.5	?	4%
O=C(CSc1oc(-c2cccs2)nc1S(=O)(=O)c1ccccc1)NC1CCCCC1	?	-10%	-9%	32%	3%	-10%	0.3	?	5%
Cc1ccn2c(=O)cc(COc3ccc(NC(=O)COc4ccc(C)c(C)c4)cc3)nc2c1	-14%	-11%	-5%	17%	·	-7%[60.1 µM]	0.7	14%	2%
Cc1cc(OCCCCCNCCO)cc(C)c1Cl	0%	?	-13%	15%	3%	-4%	0.3	26%	-11%
COc1ccc(C(=O)N2CCN(C(C)=O)CC2)cc1S(=O)(=O)NCc1ccc(Cl)cc1	0%	-10%	2%	8%	15%	-8%	-0.9	1%	-1%
Cc1ccc(OCC(=O)NCCO)c(Br)c1	-1%	-5%	0%	118%[activator]	7%	-14%	0.8	7%	-4%
CCOC(=O)N1CCC(NC(=O)C2CCN(S(=O)(=O)N3CCCC3)CC2)CC1	21%	-4%	0%	-18%	-1%	-9%	-0.2	38%	1%
CC12CN(C(=S)Nc3ccccc3)CC(C)(CN(C(=S)Nc3ccccc3)C1)C2=O	-1%	-11%	1%	19%	2%	-3%	-0.3	-26%	4%
CC(C)c1ccc(NC(=O)C2CCN(S(C)(=O)=O)CC2)cc1	?	-7%	0%	13%	-3%	-6%	0.4	16%	-6%
Cc1cc(C)n(/N=C/c2ccco2)c(=O)c1C#N	0%	1%	-1%	?	?	-13%	0.0	40µM*	-4%
N#CC1(Nc2ccc(-c3ccc(NC4(C#N)CCCC4)cc3)cc2)CCCC1	1%	·	·	-3%	·	-9%	·	·	1%
COc1ccc(NC(=O)c2cccs2)c([N+](=O)[O-])c1	69%[activator]	-14%	-1%	6%	1%	2%	-0.7	55%	0%
O=C(Nc1ccc(Cl)cn1)c1ccc([N+](=O)[O-])o1	-19%	3%	0%	-7%	-1%	-13%	0.1	?	-3%
CCOC(=O)CSc1nnc(Cn2nnc3ccccc32)n1-c1ccc(F)cc1	?	-5%	-1%	44%[activator]	-2%	-4%	0.5	21%	-5%
Cc1ccc(S(=O)(=O)N2CCCC(C(=O)NCc3ccccc3F)C2)cc1 (stereo not drawn)	1%	-5%	-5%	54%[activator]	15%	4%	-0.7	24%	-5%
COC(=O)c1c(C)[nH]c(C(=O)OCC(=O)N(CC(C)C)c2c(N)n(Cc3ccccc3)c(=O)[nH]c2=O)c1C	4%	·	·	16%	-8%	-8%	-0.7	·	-7%
Cc1ccc(S(=O)(=O)N(C)C)cc1NC(=O)Nc1ccccc1	3%	2%	-2%	6%	7%	-2%	1.5	-2%	15%
Cn1c(=O)oc2cc(S(=O)(=O)N3CCC4(CC3)OCCO4)ccc21	-3%	-10%	0%	16%	2%	-3%	3.5	-1%	3%
CC(=O)N1c2ccc(C)cc2C(c2ccccc2)CC1C (stereo not drawn)	2%	-15%	0%	-14%	11%	-17%	-1.5	14%	6%
CSCCC(NC(=O)c1ccco1)C(=O)Nc1cc(C)ccn1 (stereo not drawn)	-15%	·	·	27%	15%	-12%	1.3	·	-12%
Cc1cc(C)c(S(=O)(=O)N2CCCC(C(=O)N3CCOCC3)C2)c(C)c1 (stereo not drawn)	0%	-6%	-2%	43%[activator]	-4%	4%	0.4	-1%	8%
COc1ccccc1-c1nnc(SCC(=O)Nc2ccc3[nH]c(=O)[nH]c3c2)n1N	5%	·	·	-6%	1%	9%	0.1	·	-11%
COC(=O)C(=C/C(C)=C/c1cccnc1)C(=O)OC	-2%	-6%	-4%	?	-1%	-4%	0.2	8%	4%
CCN(CC)c1ccc(S(=O)(=O)N2CCOCC2)cc1NC(=O)COC(=O)/C=C/c1ccco1	-17%	·	·	-24%	·	-16%	·	·	10%
COc1ccc(-c2csc(Cc3nnc4n3CCCCC4)n2)cc1	-7%	-17%	-2%	19%	-1%	-1%	-0.9	-1%	-1%

Not all compounds are listed; rates above refer to the full screens.
